# GPR151 activ = activators of human GPR151, primary screen, cell-based, PathHunter beta-arrestin, luminescence; G-protein coupled receptor 151 (Homo sapiens), Q8TDV0; PathHunter beta-arrestin GPR151 cells; activation, % at 11.2 µM; 650,000 compounds, 1% hits; in the data active means activation above about 4.9%;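 further: 0% = median of compound wells and 100% = cells with positive control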
# TEAD-YAP block = TEAD-YAP interaction inhibition, primary screen, TEAD-YAP interaction inhibitor project, luminescence, HEK-TIYL cells; TEAD-Gal4/YAP UAS-luciferase luminescence; inhibition, % at 9.12 µM; 640,000 compounds, 1.4% hits; AID 1259422, 2018; in the data active means inhibition above about 32%;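 further: 0% = median of test compound wells and 100% = reference inhibitor wells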
# MITF primary = MITF inhibitors, primary screen, biochemical, AlphaScreen, human; Microphthalmia-associated transcription factor (Homo sapiens), O75030; AlphaScreen MITF homodimerization, bead proximity signal; inhibition, % at 2.6 µM; 650,000 compounds, 0.91% hits; in the data active means inhibition above about 50%;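 further: 0% = vehicle wells with protein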
# FBW7 activator = FBW7 E3 ligase activators, primary screen, biochemical, AlphaScreen, human; F-box/WD repeat-containing protein 7 (Homo sapiens), Q969H0; AlphaScreen FBW7–phospho-cyclin E peptide binding, activator screen; normalized activity (activation), % at 26.1 µM; 650,000 compounds, 0.13% hits; AID 1259310, 2017; in the data active means normalized activity above about 1.9%;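 further: purified mutant Fbw7 with reduced substrate affinity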
# Target sequence (Q969H0 whole entry, looked up): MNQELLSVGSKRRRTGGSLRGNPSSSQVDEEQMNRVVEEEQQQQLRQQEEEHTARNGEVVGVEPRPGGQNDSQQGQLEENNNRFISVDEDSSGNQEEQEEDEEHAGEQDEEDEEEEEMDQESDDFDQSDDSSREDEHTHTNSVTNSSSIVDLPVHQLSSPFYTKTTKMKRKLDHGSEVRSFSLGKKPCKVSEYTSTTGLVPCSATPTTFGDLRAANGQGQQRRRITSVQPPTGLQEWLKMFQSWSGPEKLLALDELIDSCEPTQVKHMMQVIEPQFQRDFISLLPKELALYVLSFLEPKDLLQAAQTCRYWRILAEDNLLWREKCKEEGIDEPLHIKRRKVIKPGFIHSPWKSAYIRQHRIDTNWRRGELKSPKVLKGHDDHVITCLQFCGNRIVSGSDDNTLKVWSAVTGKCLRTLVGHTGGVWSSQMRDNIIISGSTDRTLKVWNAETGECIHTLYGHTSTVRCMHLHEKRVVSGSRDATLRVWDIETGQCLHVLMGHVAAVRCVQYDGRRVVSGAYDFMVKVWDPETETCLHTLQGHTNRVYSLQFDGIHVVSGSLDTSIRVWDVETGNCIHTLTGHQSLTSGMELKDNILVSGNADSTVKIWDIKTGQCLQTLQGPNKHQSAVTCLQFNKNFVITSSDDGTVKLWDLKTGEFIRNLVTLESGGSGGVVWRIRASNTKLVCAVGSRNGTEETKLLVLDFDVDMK
# Active calls of the source: *.
SMILES	MITF primary	GPR151 activ	TEAD-YAP block	FBW7 activator
CCOC(=O)C1C(=O)CC(C)(O)C(C(=O)OCC)C1c1ccco1 (stereo not given)	18.8	1.5	5.3	0.0
O=C1NCCN/C1=C\C(=O)c1ccc(Cl)cc1	12.8	-0.2	-63.6	0.0
Cc1c(/C=N/NC(=O)Cc2cccs2)cc(C#N)n1C	4.6	0.9	-9.2	-0.1
CC1Sc2cc(S(=O)(=O)NC3CCN(Cc4ccccc4)CC3)ccc2NC1=O (stereo not given)	14.9	-1.3	16.7	0.4
O=C(COc1ccc(C=C2C(=O)NC(=O)NC2=O)cc1)NCc1ccco1	32.4	0.3	-6.5	0.0
O=C1C2C3c4ccccc4C([N+](=O)[O-])(c4ccccc43)C2C(=O)N1C1CCCCC1 (stereo not given)	15.9	-0.6	0.0	0.0
C=CCN1C(=O)/C(=C\c2ccc(N3CCCC3)cc2)C(=O)NC1=S	14.2	-0.5	12.0	-0.1
CC(C)c1ccc(OC(=O)CCN2C(=O)c3ccccc3C2=O)cc1	8.6	-0.7	-5.0	0.2
O=C(CCn1c(=S)[nH]c2cc3c(cc2c1=O)OCO3)N1CCN(C2CCCCC2)CC1	8.8	0.2	-3.1	0.2
CCCCCCSc1nnc2c(n1)OC(c1sccc1C)N(C(C)=O)c1ccccc1-2 (stereo not given)	0.6	-1.2	0.6	-0.1
Cc1cccc(C)c1N1C(=O)CN(Cc2ccccc2)C1=S	2.8	-1.0	-11.8	0.0
Cc1cc(C)c(NC(=O)C23CCC(C)(C(=O)C2)C3(C)C)c([N+](=O)[O-])c1 (stereo not given)	-11.9	-0.4	5.0	-0.1
CC(C)C(=O)N1CCN(c2ccc(NC(=O)c3ccc(F)cc3)cc2Cl)CC1	9.2	0.6	3.1	0.0
COc1ccc(F)cc1S(=O)(=O)NCC(c1ccc2c(c1)OCO2)N1CCOCC1 (stereo not given)	2.6	4.8	-5.8	-0.7
COc1ccc2nc(NC(=O)CNC(=O)Cn3ccc4ccccc4c3=O)sc2c1	-23.1	-1.0	3.0	0.1
O=C(O)c1ccc(-n2cccc2/C=C2/NC(=O)N(c3ccc(Cl)cc3)C2=O)cc1	55.2*	-0.5	-14.5	-0.1
CCOC(=O)CN1NC2(CCC(C(C)(C)CC)CC2)NC1=S (stereo not given)	-2.5	0.8	-3.5	-0.1
O=C(CC1Nc2cccc3cccc(c23)NC1=O)Nc1ccc(OC(F)F)cc1 (stereo not given)	6.7	-0.6	11.4	0.1
O=C1SC(Nc2ccc(Br)cc2)C(=O)N1c1ccccc1 (stereo not given)	-10.3	0.3	-7.7	-0.1
C#CCN(C#N)c1nc(NC(C)C)nc(NC(C)C)n1	7.8	1.0	-6.0	-0.3

# Molecules from the list above that have fluorine (three):
SMILES	MITF primary	GPR151 activ	TEAD-YAP block	FBW7 activator
CC(C)C(=O)N1CCN(c2ccc(NC(=O)c3ccc(F)cc3)cc2Cl)CC1	9.2	0.6	3.1	0.0
COc1ccc(F)cc1S(=O)(=O)NCC(c1ccc2c(c1)OCO2)N1CCOCC1 (stereo not given)	2.6	4.8	-5.8	-0.7
O=C(CC1Nc2cccc3cccc(c23)NC1=O)Nc1ccc(OC(F)F)cc1 (stereo not given)	6.7	-0.6	11.4	0.1

# Later entries.
SMILES	MITF primary	GPR151 activ	TEAD-YAP block	FBW7 activator
COc1cccc(C(=O)NC(=S)Nc2cc([N+](=O)[O-])ccc2F)c1	13.8	-1.0	0.1	-0.1
CC1CCCCN1CCNC(=O)c1ccc(NC2=NC3CS(=O)(=O)CC3S2)cc1 (stereo not given)	-3.1	-1.1	-6.4	-0.1
Cc1cccc(CN2CCC(C3(CCc4ccccc4)NC(=O)NC3=O)CC2)n1 (stereo not given)	7.8	-0.1	1.2	-0.2
COc1ccc(CNc2nc3ccccn3c(=O)c2/C=C2\SC(=S)N(C)C2=O)cc1	18.9	-0.5	6.8	0.9
Cc1cccc(CNC(=O)C2CC23CCN(C(=O)C2(C)CCCCC2)CC3)n1 (stereo not given)	5.9	-0.1	1.5	0.2
COc1ccc(C2C=C(c3ccccc3)Nc3nc(C(F)(F)F)nn32)cc1 (stereo not given)	2.1	1.6	-1.1	0.0
O=C(N/N=C/c1ccc(O)c([N+](=O)[O-])c1)c1cccc(F)c1	5.7	-6.4	-54.0	0.9
COc1ccc(-c2nc(CNS(=O)(=O)c3ccc(OC)c(C)c3)cs2)cc1	11.9	-2.3	5.8	0.2
O=C1C2C(c3ccc(Br)cc3)OC3(C(=O)c4ccccc4C3=O)C2C(=O)N1c1ccc(F)c(Cl)c1 (stereo not given)	0.6	0.0	3.4	-0.1
Cc1cccc(CCNC(=O)CN(C)S(=O)(=O)c2cnc[nH]2)c1	75.5*	0.4	-1.1	0.0
CCOc1ccc(-n2c3nc4ccccc4nc3c3c(=O)n(CCOC)cnc32)cc1	10.7	-1.3	-0.6	0.2
COc1ccc(C2CC(c3ccc(C)o3)=NN2C(C)=O)cc1 (stereo not given)	5.0	1.8	-27.3	-0.1
COC(=O)C1=C(C)N(C)C(C)=C(C(=O)OC)C1c1cc(OC)ccc1OC	-0.3	-0.7	-1.8	0.0
COc1ccc(-c2nc(NC(=O)c3ncoc3-c3cccs3)sc2C)cc1	-11.1	0.5	4.1	0.1
Cc1nn(C)cc1C(=O)N1CCCC(c2ccnc3nc(C(F)(F)F)nn23)C1 (stereo not given)	-2.3	0.1	-2.1	-0.1
O=C(Nc1ccc(Br)cc1C(=O)c1ccccc1)c1ccc(Nc2nc(-c3ccccc3)c3cc(Cl)ccc3n2)cc1	13.9	2.5	-10.5	0.0
CC(=O)Nc1ccccc1SCC1CC1(Cl)Cl (stereo not given)	8.4	-0.7	6.3	0.0
CN(Cc1c(C(=O)N2CCCCCCC2)nc2sccn12)CC(O)c1ccccc1 (stereo not given)	-0.5	-0.3	3.8	0.0
OCC1(Cc2ccc(Cl)cc2)CCN(C2CCOCC2)CC1	-6.9	-0.7	-0.8	-0.1
COC(=O)c1ccc(Cl)c(NS(=O)(=O)c2ccc(OC)c(Cl)c2)c1	-13.7	1.4	-0.8	-0.1
O=C1C=C(Nc2cccc(O)c2)CC(c2ccco2)C1 (stereo not given)	4.2	-0.4	-1.4	0.2
CCOc1nc(C)ccc1-c1noc(-c2cc(OC)cc(OC)c2)n1	5.7	-0.9	-7.7	0.0
COc1ccc(C(=O)NNc2cc(C)nc(NNC(=O)c3ccc(OC)cc3)n2)cc1	10.6	-0.1	6.9	-0.1
COc1cc(/C=N\NC(=O)C(=O)Nc2cccc(Br)c2)ccc1O	-1.6	0.0	5.6	0.0
CCC1CCCCN1C(=O)C(c1ccccc1)c1ccccc1 (stereo not given)	-5.9	-0.7	5.4	-0.2
O=C(O)c1cccnc1SC1CC(=O)N(c2ccc(N3CCOCC3)cc2)C1=O (stereo not given)	3.8	-0.1	-2.8	0.0
O=C(NNS(=O)(=O)c1ccc2ccccc2c1)c1cccc(Cl)c1	15.9	-1.4	-3.9	0.0
Cc1ccc(-n2nnnc2CN2CCN(C(=O)NCc3ccc(F)cc3)CC2)cc1	0.5	-0.7	-0.1	0.1
CC(=O)Nc1ccc(S(=O)(=O)NC(C)=O)cc1	2.6	2.8	6.8	0.0
CCC(C)Nc1ncnc2c1cnn2-c1cccc(C)c1 (stereo not given)	5.5	0.5	1.8	0.0
CCC(C)(C)NC(=O)C(c1cccnc1)N(C(=O)c1csnn1)C1CCCC1 (stereo not given)	9.9	0.5	8.5	0.0
COc1ccc2occ(C(=O)c3ccc([N+](=O)[O-])cc3)c2c1	7.6	0.8	-7.3	0.1
COc1ncnc2c1C(c1cccc([N+](=O)[O-])c1)c1c(OC)ncnc1O2	11.8	-0.6	6.3	0.6
Cn1cc(SCc2ccc(Cl)cc2)c2ccccc21	-4.8	0.4	5.7	0.1
CCCN1CCC[C@@H]2CN(C(=O)CCc3c(C)n[nH]c3C)CC[C@@H]21	7.9	1.7	-5.2	-0.1
O=C(CSc1nc2ccccc2o1)NCCCOc1cccc2cccnc12	6.0	-1.2	-4.0	-0.1
Cc1ccc2c(c1)N(CC(=O)N1CCCCCC1)C(=O)C(C)O2 (stereo not given)	-0.1	0.4	0.4	0.2
Cc1ccc2nc(/C(C#N)=C/c3ccc(F)cc3)[nH]c2c1	-11.4	-0.7	-26.1	0.0
COC(=O)c1cc(NC(=O)c2ccccc2I)ccc1Cl	6.4	-1.4	5.4	0.2
COCC1CCCN(C(=O)c2cc(COc3ccc(C(C)=O)cc3)on2)C1 (stereo not given)	1.5	-1.0	-45.0	0.0

# A different layout for part of the listing above.
# The line under a structure holds: MITF primary, GPR151 activ, TEAD-YAP block, FBW7 activator
CCOc1nc(C)ccc1-c1noc(-c2cc(OC)cc(OC)c2)n1
    5.7, -0.9, -7.7, 0.0
COc1ccc2occ(C(=O)c3ccc([N+](=O)[O-])cc3)c2c1
    7.6, 0.8, -7.3, 0.1
Cc1ccc(-n2nnnc2CN2CCN(C(=O)NCc3ccc(F)cc3)CC2)cc1
    0.5, -0.7, -0.1, 0.1

# Continued.
SMILES	MITF primary	GPR151 activ	TEAD-YAP block	FBW7 activator
Cc1ccccc1CC(=O)N1CCC(C2(CCCc3ccccc3)NC(=O)NC2=O)CC1 (stereo not given)	-5.3	-0.1	-3.5	0.1
CCN(CC)S(=O)(=O)c1ccc(C(=O)Nc2nc3ccc(NC(C)=O)cc3s2)cc1	11.9	-0.6	4.7	0.3
COc1ccccc1NC(=O)c1sc(=S)n(C2CCCCC2)c1N	16.6	-0.3	-3.3	0.0
O=c1c2ccccc2cnn1Cc1n[nH]c(=S)n1-c1ccc2c(c1)OCCO2	6.9	0.7	-14.4	0.0
CCOC(=O)c1sc2ncnc(N(C)c3ccccc3)c2c1C	-7.7	0.4	-2.9	-0.1
CCCCc1cc(=O)oc2c(C)c(OCC(=O)OC(C)(C)C)ccc12	5.9	5.7*	-1.6	0.3
CCC1Oc2ccccc2N(Cc2ccc(F)cc2)C1=O (stereo not given)	-6.0	1.3	-1.7	0.1
Cc1cc(=O)nc2c3ccccc3n(CC(=O)NCCCSC3CCCCC3)n12	4.7	-0.5	1.5	0.0
O=C(N/N=C1\CC(c2ccccc2)Oc2ccccc21)c1ccc(O)cc1 (stereo not given)	1.4	0.7	-13.4	-0.1
COc1cc(C=C2C(=O)OC3(CCCCC3)OC2=O)cc(OC)c1OC	2.9	2.3	-11.4	0.1
COc1cc(CC(=O)OCC(=O)c2c[nH]c3ccccc23)cc(OC)c1OC	47.7	0.5	6.6	0.4
CCOC(=O)NC(=O)COC(=O)CNC(=O)c1cccc([N+](=O)[O-])c1	-7.2	2.4	-6.6	0.0
COCCNC(=O)c1cc(S(=O)(=O)N2CC(C)CC(C)C2)ccc1Sc1ccc(Br)cc1 (stereo not given)	1.6	-0.1	8.7	-0.2
COc1ccc(OC)c(NC(=O)CSc2nnc(-c3ccco3)o2)c1	1.3	1.0	-6.8	-0.1
COc1ccc(C(=O)Oc2ccc(C(c3c(C)[nH]n(-c4ccccc4)c3=O)c3c(C)[nH]n(-c4ccccc4)c3=O)cc2)cc1	-0.5	-0.2	-0.8	-0.8
Cc1ccc2c(CSc3ncccn3)cc(=O)oc2c1C	-13.0	0.1	-27.7	0.0
CCC1(C2CCN(Cc3ccc(CO)o3)CC2)NC(=O)N(CCc2scnc2C)C1=O (stereo not given)	-19.3	-0.5	-7.6	0.0
Cc1nc2nc(SCc3cc(=O)n4cc(Br)ccc4n3)nn2c(C)c1Cc1ccc(Cl)cc1	0.4	-0.5	-4.3	-0.1
COc1ccc(Cl)cc1C(=O)Nc1sc2c(c1C(=O)OC(C)C)CCCC2	8.8	-0.9	5.8	-0.1
N#Cc1ccccc1NC(=O)CSc1nnc(Nc2ccccc2F)s1	10.7	-7.6	-6.3	-0.1

# Next section; it opens with the 3 that closed the last part.
SMILES	MITF primary	GPR151 activ	TEAD-YAP block	FBW7 activator
Cc1nc2nc(SCc3cc(=O)n4cc(Br)ccc4n3)nn2c(C)c1Cc1ccc(Cl)cc1	0.4	-0.5	-4.3	-0.1
COc1ccc(Cl)cc1C(=O)Nc1sc2c(c1C(=O)OC(C)C)CCCC2	8.8	-0.9	5.8	-0.1
N#Cc1ccccc1NC(=O)CSc1nnc(Nc2ccccc2F)s1	10.7	-7.6	-6.3	-0.1
COc1cc(Br)ccc1OCC(=O)N/N=C(\C)c1ccccc1	-13.2	-0.2	-2.7	0.0
COc1cc(/C=N/NC(=O)CNc2cccc(Br)c2)ccc1OC(C)=O	6.2	0.7	-1.9	-0.2
CN(C)CC(=O)NCCCNc1ccc(C(F)(F)F)cc1[N+](=O)[O-]	12.6	0.0	5.1	0.1
COC(=O)c1sccc1NC(=O)C1CCCO1 (stereo not given)	-14.3	0.1	4.6	0.1
COc1cc(C=C2C(=O)NC(=O)NC2=O)c(O)c([N+](=O)[O-])c1	13.4	-0.8	1.3	-0.1
O=C(COC(=O)CNC(=O)c1ccco1)Nc1ccc(C(F)(F)F)cc1	6.4	-1.8	3.8	0.3
Cc1sc2ncnc(OCc3nnc(-c4cccs4)o3)c2c1C	3.7	0.1	9.7	0.3
Cc1[nH]nc(N2CCCCCC2)c1[N+](=O)[O-]	16.3	-0.6	5.6	0.1

# Screens from PubChem BioAssay.
